Assay outcomes deposited in PubChem by National Center for Advancing Translational Sciences (NCATS).
GLP1R cytotox: qHTS of GLP-1 Receptor Inverse Agonists: Cytotox Screen; Potency, µM (top dose mostly 38.3 µM), without a hit: top-dose activity change, negative = inhibition, most hits filed as inhibitors; 410,000 compounds, 0.13% hits; HEK293 cAMP-luciferase reporter cells, luminescence, 24 h;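 further: loss of luciferase light is scored as toxicity; potency means the concentration at half of the fitted maximal effect; on the % scale 0 is the no-effect control and ±100 the full control effect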
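1536-well qHTS counterscreen of the MLSMR; 200 cells/uL, 12 h pre-incubation, 23 nL cpd, 24 h at 37 deg C 5% CO2, luciferase detection reagent, 12 min RT, luminescence. Inhibition = undesired.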
PLK1 PBD inh: qHTS for Inhibitors of PLK1-PDB (polo-like kinase 1 - polo-box domain): Primary Screen | Serine/threonine-protein kinase PLK1 (Homo sapiens), P53350 | Plk1 PBD binding of FITC phosphopeptide, fluorescence polarization | Potency, µM, without a hit: max response, negative = inhibition, usual class: inhibitors | 360,000 compounds, 2.8% hits | AID 720504, 2013; further: potency means the concentration at half of the fitted maximal effect; series mostly up to about 57 µM; on the % scale 0 is the no-effect control and ±100 the full control effect; nearly all actives have a fitted effect of over 65% in size
Target sequence (P53350 whole entry, looked up, the tested form may be a part): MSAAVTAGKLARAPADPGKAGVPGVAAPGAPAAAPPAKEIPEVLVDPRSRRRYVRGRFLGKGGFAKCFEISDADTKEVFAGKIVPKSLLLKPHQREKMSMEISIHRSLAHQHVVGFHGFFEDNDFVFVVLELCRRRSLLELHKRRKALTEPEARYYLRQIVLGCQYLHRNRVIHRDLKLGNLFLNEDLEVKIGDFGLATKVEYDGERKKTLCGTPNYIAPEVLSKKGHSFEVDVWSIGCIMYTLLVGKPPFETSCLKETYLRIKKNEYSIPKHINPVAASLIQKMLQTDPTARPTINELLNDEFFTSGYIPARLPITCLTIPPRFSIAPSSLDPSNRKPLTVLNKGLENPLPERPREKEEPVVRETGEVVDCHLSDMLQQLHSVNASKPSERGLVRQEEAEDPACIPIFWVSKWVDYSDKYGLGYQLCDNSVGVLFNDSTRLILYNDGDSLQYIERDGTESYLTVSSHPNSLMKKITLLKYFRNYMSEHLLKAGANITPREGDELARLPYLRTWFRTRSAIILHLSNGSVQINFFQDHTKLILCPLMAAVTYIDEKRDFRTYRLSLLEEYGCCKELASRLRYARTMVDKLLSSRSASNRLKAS
IL-2 act: qHTS of IL-2 Activators. IL-2 activation reporter assay, cell-based qHTS; stimulated with anti-CD3/CD4/CD28 beads; in transgenic mouse T cells. activation, % (series mostly up to about 46 µM). 360,000 compounds, 0.065% hits. AID 652025, 2013; in the data active means activation above about 50%; inconclusive means mostly about 30% to 49%; further: 0% is about no effect
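Unstimulated transgenic mouse T cells; 60-min compound exposure; bead-based TCR/CD4/CD28 stimulation; 18 h culture, 37 degrees C; dual fluorescence (EGFP, DsRed) plate cytometry.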
PI5P4Ka inh: qHTS for Inhibitors of phosphatidylinositol 5-phosphate 4-kinase (PI5P4K). Phosphatidylinositol 5-phosphate 4-kinase type-2 alpha (Homo sapiens), P48426. PI5P4Kalpha enzyme, ADP-Glo luminescence, 60 min; hits give low values. max response, %. 330,000 compounds, 1.2% hits. AID 652105, 2013; active means max response of -50% or lower; inconclusive means between -30% and -50%; inactive means -30% or higher; further: value at the top dose of about 77 µM; on the % scale 0 is the no-effect control and ±100 the full control effect
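Human PI5P4Kalpha with substrate in 0.038 M HEPES pH 7.4, 0.28 mM EGTA, 0.1% CHAPS, 5% DMSO; reaction started with 5 microM ATP (final), 60 min at room temperature. ADP formed read by ADP-Glo luminescence.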
GLP1R inv ag: qHTS of GLP-1 Receptor Inverse Agonists (Inhibition Mode). Glucagon-like peptide 1 receptor (Homo sapiens), P43220. HEK293 GLP-1R CRE-luciferase, luminescence, 24 h; GLP-1R form is constitutively active. AID 624417, 2012. 410,000 compounds, 1.6% hits. Potency, µM (titrated, usually from 38.3 µM), without a hit: at the highest dose activity change, negative = inhibition, usual class: inhibitors; further: potency means the concentration at half of the fitted maximal effect; on the % scale 0 is the no-effect control and ±100 the full control effect; nearly all actives have a fitted effect of over 55% in size
Target sequence (P43220 whole entry, looked up): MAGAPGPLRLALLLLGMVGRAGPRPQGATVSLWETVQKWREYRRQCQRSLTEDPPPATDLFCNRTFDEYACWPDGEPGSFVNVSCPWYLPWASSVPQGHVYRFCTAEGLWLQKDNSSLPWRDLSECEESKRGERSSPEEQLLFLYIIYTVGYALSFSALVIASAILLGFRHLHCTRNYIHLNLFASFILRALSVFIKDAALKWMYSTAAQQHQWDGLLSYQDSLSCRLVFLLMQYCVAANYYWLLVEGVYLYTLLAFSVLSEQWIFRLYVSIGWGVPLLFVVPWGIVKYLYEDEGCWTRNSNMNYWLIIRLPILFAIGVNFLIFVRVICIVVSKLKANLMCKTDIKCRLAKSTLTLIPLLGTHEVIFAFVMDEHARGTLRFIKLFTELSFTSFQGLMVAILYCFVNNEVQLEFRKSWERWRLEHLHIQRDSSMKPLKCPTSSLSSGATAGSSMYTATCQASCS
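Stable HEK293 clone (constitutively active GLP-1R + cAMP-response luciferase); 200 cells/uL plated, 12 h pre-culture, compound 24 hr, 37 deg C/5% CO2; detection reagent 12 min RT; luminescence.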
GLP1R ag: qHTS of GLP-1 Receptor Agonists | 380,000 compounds, 0.007% hits | AID 624172, 2012 | Glucagon-like peptide 1 receptor (Homo sapiens), P43220 | HEK293 GLP-1R CRE-luciferase, luminescence, 4-6 h; cells express a hypersensitive GLP-1R form | Potency, µM (top dose mostly 45.6 µM), for the others: top-dose activation, hits mostly activators; further: potency means the concentration at half of the fitted maximal effect; % of control where 0% means no effect
EPAC1 antagonist: qHTS for Antagonist of cAMP-regulated guanine nucleotide exchange factor 3 (EPAC1): primary screen; Rap guanine nucleotide exchange factor 3 (Homo sapiens), O95398; 360,000 compounds, 0.14% hits; Potency, µM (series often up to 115 µM), for the others: at the top dose activity change, negative = inhibition, usual class: inhibitors; EPAC1 GEF assay, Rap1b-BODIPY-GDP exchange fluorescence;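 further: potency means the concentration at half of the fitted maximal effect; plate controls were vehicle for no effect and positive control for full effect; nearly all actives have a fitted effect of over 50% in size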
PTHR1 ag: qHTS for PTHR1 Agonists: Primary Screen; Parathyroid hormone/parathyroid hormone-related peptide receptor (Homo sapiens), Q03431; HEK293 GP2 PTHR1 cells, GloSensor cAMP luminescence, 1 h; Potency, µM (titrated, usually from 115 µM), for inactives: top-dose activation, most hits filed as activators; 410,000 compounds, 0.075% hits; AID 743266, 2014; further: potency means the concentration at half of the fitted maximal effect; nearly all actives have a fitted effect of over 55% in size; some results filed as inactive show a strong effect at the top dose; inactives centre near -15; many of its hits are not listed in these tables
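HEK-293-derived GP2 cells expressing PTHR1 and a GloSensor cAMP reporter, 3,000/well, plated overnight, given luciferin plus IBMX (each 0.5 mM as added) for 1 h at 37 °C, then compound for 1 h at 37 °C. Luminescence was read after 15 min at room temperature.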
EPAC1 agonist: qHTS for Agonist of cAMP-regulated guanine nucleotide exchange factor 3 (EPAC1): primary screen | Rap guanine nucleotide exchange factor 3 (Homo sapiens), O95398 | EPAC1 agonist qHTS, biochemical assay; response scale: 100% = response to 6.5 mM cAMP | Potency, µM (doses to about 154 µM), for inactives: top-dose activation, hits mostly activators | 360,000 compounds, 0.073% hits | AID 720707, 2013; further: potency means the concentration at half of the fitted maximal effect; nearly all actives have a fitted effect of over 60% in size
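Nucleotide exchange assay: 100 nM EPAC1 with 250 nM Rap1B loaded with BODIPY-GDP and 50 uM GDP, room temperature. Fluorescence (480/540 nm) read every 5 min for 30 min; signal change normalized to 6.5 mM cAMP as full agonist.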
The depositor's hits bear a star; [ ] = remark or other dose. Unless noted, the call rests on the fitted dose curve; in most records, active means well fitted curve in the direction sought with a large enough effect; inconclusive means small, poorly fitted or top-dose-only effect, or another doubt; inactive means no such curve, though single readings can be large; an effect the other way counts as inactive or inconclusive. This is a subset (hit frequency here may not be typical).

What do the screens show for `CCCc1cc(=O)oc2cc(OCC(=O)NCCCN3CCCC3=O)ccc12`?
GLP1R cytotox: 1.5%; PLK1 PBD inh: -9.4%; IL-2 act: -2.1; PI5P4Ka inh: -0.3; GLP1R inv ag: 8.9%; GLP1R ag: 5.0%; EPAC1 antagonist: 13.9%; PTHR1 ag: inactive; EPAC1 agonist: -9.7%

Results for Cc1cc(C)c(C)c(S(=O)(=O)Nc2ccccc2C(=O)NCCCn2ccnc2)c1C ?
GLP1R cytotox: 5.7%; PLK1 PBD inh: 3.2%; IL-2 act: -0.8; PI5P4Ka inh: -0.6; GLP1R inv ag: inconclusive; GLP1R ag: 0.4%; EPAC1 antagonist: 7.6%; PTHR1 ag: -45.6%[inhibitor][57.5 µM]; EPAC1 agonist: 0.1%

Results for Cc1ccc2nc(-c3ccccc3)nn2c1 ?
GLP1R cytotox: 7.0%; PLK1 PBD inh: -7.0%; IL-2 act: -0.6; PI5P4Ka inh: -11.8; GLP1R inv ag: inconclusive; GLP1R ag: -1.2%; EPAC1 antagonist: -11.1%; PTHR1 ag: -24.2%; EPAC1 agonist: 2.1%

What do the screens show for `NC(=NCc1ccco1)NC(=O)c1ccccc1`?
GLP1R cytotox: 2.1%; PLK1 PBD inh: 3.1%; IL-2 act: 0.4; PI5P4Ka inh: 5.1; GLP1R inv ag: 13.5%; GLP1R ag: 3.6%; EPAC1 antagonist: 0.3%; PTHR1 ag: inactive; EPAC1 agonist: -15.4%

What do the screens show for `OC(c1cc(F)cc(Cl)c1)c1ncc(-c2ccccc2C(F)(F)F)[nH]1` (stereo not given)?
GLP1R cytotox: -2.2%; PLK1 PBD inh: -0.4%; IL-2 act: 0.1; PI5P4Ka inh: 13.4; GLP1R inv ag: inconclusive; GLP1R ag: -4.1%; EPAC1 antagonist: -19.7%; PTHR1 ag: -14.9%; EPAC1 agonist: -15.3%

What do the screens show for `COc1ccc(C2NC(=O)NC(C)=C2C(=O)OC2CCCC(C)C2)cc1` (stereo not given)?
GLP1R cytotox: 6.0%; PLK1 PBD inh: -10.5%; IL-2 act: 0.8; PI5P4Ka inh: -1.0; GLP1R inv ag: -29.7%; GLP1R ag: 4.8%; EPAC1 antagonist: -18.0%; PTHR1 ag: -61.1%[inhibitor]; EPAC1 agonist: -5.2%

Results for O=C(NCCCNC(=O)C(F)(F)C(F)F)C(F)(F)C(F)F ?
GLP1R cytotox: -0.7%; PLK1 PBD inh: 1.0%; IL-2 act: -0.3; PI5P4Ka inh: -6.9; GLP1R inv ag: 8.7%; GLP1R ag: -2.1%; EPAC1 antagonist: 0.8%; PTHR1 ag: inactive; EPAC1 agonist: -7.8%

What do the screens show for `CC(C)Oc1ccc(CN2CCC2(C)C(=O)Nc2cccc(Oc3ccccc3)c2)cc1` (stereo not given)?
GLP1R cytotox: 0.5%; PLK1 PBD inh: 3.8%; IL-2 act: -0.7; PI5P4Ka inh: 21.7; GLP1R inv ag: inconclusive; GLP1R ag: 6.5%; EPAC1 antagonist: -17.4%; PTHR1 ag: inactive; EPAC1 agonist: -7.3%

Results for CCOc1ccc(NC(=O)CN(C)C(=O)CCCc2nc3ccccc3c(=O)[nH]2)cc1OCC ?
GLP1R cytotox: 11.3%; PLK1 PBD inh: 0.8%; IL-2 act: 1.4; PI5P4Ka inh: -8.5; GLP1R inv ag: -0.8%; GLP1R ag: 0.2%; EPAC1 antagonist: 0.5%; PTHR1 ag: -24.3%; EPAC1 agonist: -42.5%[inhibitor]

Results for CCn1c(SCC(=O)N2CCc3ccccc32)nnc1-c1c[nH]c2ccccc12 ?
GLP1R cytotox: -7.6%; PLK1 PBD inh: 2.0%; IL-2 act: -0.3; PI5P4Ka inh: -9.7; GLP1R inv ag: inconclusive; GLP1R ag: 2.2%; EPAC1 antagonist: 6.8%; PTHR1 ag: -84.6%[inhibitor][57.5 µM]; EPAC1 agonist: 0.3%

How did O=C1C=C(c2ccc(-c3ccccc3)c(F)c2)C[C@@H](c2ccc(Cl)cc2)C1 do in these assays?
GLP1R cytotox: 21.0%; PLK1 PBD inh: -6.9%; IL-2 act: 0.7; PI5P4Ka inh: 4.6; GLP1R inv ag: 8.8%; GLP1R ag: -1.0%; EPAC1 antagonist: -1.6%; PTHR1 ag: inactive; EPAC1 agonist: -3.0%

How did O=C(COc1ccc(Br)cc1)Nc1ccc2c(c1)C(=O)NC2=O do in these assays?
GLP1R cytotox: 5.5%; PLK1 PBD inh: -0.2%; IL-2 act: -4.3; PI5P4Ka inh: -0.7; GLP1R inv ag: 13.5%; GLP1R ag: 7.6%; EPAC1 antagonist: 5.5%; PTHR1 ag: -13.9%; EPAC1 agonist: -2.4%

How did CCC(=N\NC(=O)COc1ccccc1OC)/C(CC)=N/NC(=O)COc1ccccc1OC do in these assays?
GLP1R cytotox: 3.3%; PLK1 PBD inh: -14.8%; IL-2 act: 0.0; PI5P4Ka inh: 7.3; GLP1R inv ag: 3.8%; GLP1R ag: -4.2%; EPAC1 antagonist: -15.8%; PTHR1 ag: inactive; EPAC1 agonist: -1.0%

What do the screens show for `O=[N+]([O-])c1cc(O)c2ncccc2c1`?
GLP1R cytotox: -64.3%; PLK1 PBD inh: -4.3%; IL-2 act: -5.8; PI5P4Ka inh: -3.1; GLP1R inv ag: inconclusive; GLP1R ag: 5.2%; EPAC1 antagonist: -22.5%; PTHR1 ag: -43.1%[inhibitor]; EPAC1 agonist: 7.7%

What do the screens show for `COc1cc(NC(=O)Nc2c(C)n(C)n(-c3ccccc3)c2=O)cc(OC)c1OC`?
GLP1R cytotox: 2.4%; PLK1 PBD inh: 1.2%; IL-2 act: 0.2; PI5P4Ka inh: 3.4; GLP1R inv ag: 4.1%; GLP1R ag: 2.6%; EPAC1 antagonist: -0.5%; PTHR1 ag: inactive; EPAC1 agonist: 8.2%

How did Cc1ccccc1NC1=NC(=S)N(CC(N)=O)C12CCOC(C)(C)C2 (stereo not given) do in these assays?
GLP1R cytotox: inconclusive; PLK1 PBD inh: -19.7%; IL-2 act: -3.1; PI5P4Ka inh: -0.4; GLP1R inv ag: -5.1%; GLP1R ag: 0.6%; EPAC1 antagonist: 7.3%; PTHR1 ag: inactive; EPAC1 agonist: -2.0%

How did Cc1ccccc1C(=O)N1CCC(C(=O)NCCc2ccc(S(N)(=O)=O)cc2)CC1 do in these assays?
GLP1R cytotox: -9.2%; PLK1 PBD inh: 6.4%; IL-2 act: -5.3; PI5P4Ka inh: 2.8; GLP1R inv ag: 13.2%; GLP1R ag: 1.2%; EPAC1 antagonist: -10.5%; PTHR1 ag: inactive; EPAC1 agonist: 5.4%

How did Cc1ccc(C(=O)N2CCN(c3ccc(NC(=O)c4cccs4)cc3)CC2)cc1 do in these assays?
GLP1R cytotox: -4.1%; PLK1 PBD inh: -3.5%; IL-2 act: 0.6; PI5P4Ka inh: -0.5; GLP1R inv ag: 6.6%; GLP1R ag: -9.6%; EPAC1 antagonist: -24.7%; PTHR1 ag: -85.9%[inhibitor]; EPAC1 agonist: 10.7%

How did CC(=O)c1cccc(NC(=O)NC2CCCc3ccccc32)c1 (stereo not given) do in these assays?
GLP1R cytotox: 6.6%; PLK1 PBD inh: -12.0%; IL-2 act: -0.1; PI5P4Ka inh: -1.4; GLP1R inv ag: inconclusive; GLP1R ag: -6.2%; EPAC1 antagonist: -22.9%; PTHR1 ag: -87.1%[inhibitor]; EPAC1 agonist: 9.0%

How did COc1ccc(N2C(=O)c3ccccc3NC23CCC(C)CC3)cc1 (stereo not given) do in these assays?
GLP1R cytotox: 7.2%; PLK1 PBD inh: -1.3%; IL-2 act: -0.9; GLP1R inv ag: 4.7%; GLP1R ag: 8.5%; EPAC1 antagonist: 0.2%; PTHR1 ag: inactive; EPAC1 agonist: 1.4%

Results for O=S(=O)(c1ccc(C2CCCCC2)cc1)N1CCCC1 ?
GLP1R cytotox: 14.5%; PLK1 PBD inh: -8.2%; IL-2 act: -1.7; PI5P4Ka inh: 2.7; GLP1R inv ag: -11.2%; GLP1R ag: 0.4%; EPAC1 antagonist: -10.6%; PTHR1 ag: inactive; EPAC1 agonist: 28.7%

What do the screens show for `CCC(=O)N1c2ccc(C)cc2C2=NNC(=S)NC21O` (stereo not given)?
GLP1R cytotox: 1.6%; PLK1 PBD inh: 2.5%; IL-2 act: 0.1; PI5P4Ka inh: 8.1; GLP1R inv ag: -4.6%; GLP1R ag: -0.1%; EPAC1 antagonist: -0.8%; PTHR1 ag: -21.2%; EPAC1 agonist: 2.7%

How did COc1ccc(CCn2c(O)c(C3=c4ccccc4=NC3=O)sc2=S)cc1OC do in these assays?
GLP1R cytotox: 5.7%; PLK1 PBD inh: -3.1%; IL-2 act: 0.1; PI5P4Ka inh: 5.3; GLP1R inv ag: 10.7%; GLP1R ag: -0.3%; EPAC1 antagonist: -6.9%; PTHR1 ag: inactive; EPAC1 agonist: -11.1%
